From PubChem
TSG101-PTAP inh = blocks PTAP/TSG101 interaction to inhibit HIV-1 budding. Q99816. Fluorescence polarization, FITC-PTAP peptide / Tsg101 binding. Potency, µM (titrated, usually from 115 µM), for inactives: at the highest dose activity change, negative = inhibition, most hits filed as inhibitors. 340,000 tested, under 10 active. AID 493005; active = well fitted inhibition curve with a large enough effect in the main read-out, with a control signal flat, not every such curve was filed as active; inconclusive = small, poorly fitted or top-dose-only effect, or effect the other way, or a change in a side signal; inactive = no such curve, though single readings can be large or run the other way; also: potency is read from the fitted curve at half-maximal effect; % of control where 0% means no effect
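FP read-out: FITC-PTAP peptide, 50 nM final, binding Tsg101 binding domain, 10 uM final; 20 min, r.t.; 10 mM HEPES pH 7.5, 0.15 M NaCl, 0.01% Tween 20, 3 mM EDTA, 0.1 mM TCEP.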
ASM inhibitor = human S-ASM enzyme inhibition; Potency, µM (top dose mostly 57.5 µM), for inactives: at the highest dose activity change, negative = inhibition, hits mostly inhibitors; AID 504937; 0.006% of 340,000 active; placental ASM, HMU-PC fluorogenic substrate, 60 min; P17405; also: potency is read from the fitted curve at half-maximal effect
Target sequence (P17405 47-631 limits assumed): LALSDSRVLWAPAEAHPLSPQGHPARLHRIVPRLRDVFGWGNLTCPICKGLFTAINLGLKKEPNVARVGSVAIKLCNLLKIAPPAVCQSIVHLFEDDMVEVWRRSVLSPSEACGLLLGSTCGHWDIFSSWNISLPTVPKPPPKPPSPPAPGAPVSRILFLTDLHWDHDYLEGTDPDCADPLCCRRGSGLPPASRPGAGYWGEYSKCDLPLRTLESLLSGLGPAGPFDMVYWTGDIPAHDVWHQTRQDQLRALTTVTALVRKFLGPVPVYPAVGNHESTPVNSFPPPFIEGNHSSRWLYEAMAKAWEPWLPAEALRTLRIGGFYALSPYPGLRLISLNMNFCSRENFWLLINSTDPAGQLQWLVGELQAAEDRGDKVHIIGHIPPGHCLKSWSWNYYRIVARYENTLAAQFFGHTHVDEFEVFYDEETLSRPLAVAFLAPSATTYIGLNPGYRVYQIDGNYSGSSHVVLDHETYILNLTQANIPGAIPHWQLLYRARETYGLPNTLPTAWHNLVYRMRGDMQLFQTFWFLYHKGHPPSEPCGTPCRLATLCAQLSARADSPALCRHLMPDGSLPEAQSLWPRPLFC
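Fluorescence read-out (Ex 386 nm, Em 447 nm) after stopping the reaction at pH 10. Enzyme: ASM from human placenta; substrate HMU-PC0, 9 uM final; 60 min, 37 °C. Compound preincubation 10 min, ambient temperature.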
AT treatment = potential ataxia-telangiectasia treatments restoring KAP-1 phosphorylation; […] A-T fibroblasts, KAP-1 phosphorylation AlphaLISA; neocarzinostatin DNA damage 30 min before lysis; Potency, µM (series often up to 57.5 µM), for the others: at the top dose activation, most hits filed as activators; 0.19% of 320,000 active; AID 485349; also: potency is read from the fitted curve at half-maximal effect; % of control where 0% means no effect; nearly all actives have a fitted effect of over 45% in size
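ATM-like activity read as KAP-1 phosphorylation via AlphaLISA donor/acceptor antibody pairs after lysis and 6 hr at 25C. Cells were ATM-null patient fibroblasts ([…], hTERT), dosed 60 min, then exposed to the DSB inducer NCS for 30 min.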
MBNL1-CUG inh = MBNL1-poly(CUG) RNA binding inhibition; Q9NR56; TR-FRET MBNL1-His/biotin-(CUG)12 binding, 665/545 ratio; Potency, µM (titrated, usually from 57.5 µM), without a hit: top-dose activity change, negative = inhibition, usual class: inhibitors; 0.036% of 280,000 active; AID 2675; active = well fitted inhibition curve with a large enough effect in the signal ratio, with a control signal flat, not every such curve was filed as active; inconclusive = small, poorly fitted or top-dose-only effect, or effect the other way, or a change in a side signal; inactive = no such curve, though single readings can be large or run the other way; the % refers to the signal ratio; also: potency is read from the fitted curve at half-maximal effect; % is scaled to controls: 0 for no effect and ±100 for the full control effect
Target sequence (Q9NR56 whole entry, looked up): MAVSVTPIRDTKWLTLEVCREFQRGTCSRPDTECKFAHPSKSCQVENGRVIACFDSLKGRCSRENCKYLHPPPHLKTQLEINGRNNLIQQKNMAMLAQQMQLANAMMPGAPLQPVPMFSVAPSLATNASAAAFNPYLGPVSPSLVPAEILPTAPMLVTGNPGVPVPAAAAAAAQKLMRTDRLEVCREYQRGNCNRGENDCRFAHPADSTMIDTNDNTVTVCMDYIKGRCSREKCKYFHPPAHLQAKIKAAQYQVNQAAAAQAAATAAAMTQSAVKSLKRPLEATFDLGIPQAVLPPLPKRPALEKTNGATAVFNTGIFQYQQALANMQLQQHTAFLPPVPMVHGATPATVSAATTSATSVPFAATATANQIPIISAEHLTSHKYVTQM
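TR-FRET readout: Ex 340 nm, 665/545 nm emission ratio, normalized to buffer-only (basal) and MBNL1-(CUG)12 controls. Complex of MBNL1-His with Biotin-(CUG)12, compounds 92 nM–58 uM, incubated 60 min at room temperature.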
Integrin act MD = integrin-mediated muscular dystrophy alleviation activation; AID 624291; alpha7betagal myoblasts, beta-gal FDG fluorescence, 48 h; Potency, µM (highest dose often 38.3 µM), for inactives: top-dose activation, actives largely listed as activators; 0.064% of 350,000 active;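 also: potency is read from the fitted curve at half-maximal effect; 100% = response of the positive control SU9516; nearly all actives have a fitted effect of over 60% in size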
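Alpha7betagal+/- myoblasts (passage 13) were plated 16-24 hr, then exposed to compounds (1:260 dilution of DMSO stock) for 48 hours at 37C. After MPER lysis, β-galactosidase reporter activity was read as FDG fluorescence (ex 480/em 540) after 30 minutes.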
MLL CXXC-DNA inh = inhibitors of human MLL CXXC domain-DNA interaction | Q03164 | MLL-CXXC / FITC-HOXA9 DNA fluorescence polarization | Potency, µM (top dose mostly 115 µM), for inactives: top-dose activity change, negative = inhibition, actives largely listed as inhibitors | 0.037% of 290,000 active | AID 2662; active = well fitted inhibition curve with a large enough effect in the polarisation, with a control signal flat, not every such curve was filed as active; inconclusive = small, poorly fitted or top-dose-only effect, or effect the other way, or a change in a side signal; inactive = no such curve, though single readings can be large or run the other way; the % refers to the polarisation; also: potency is read from the fitted curve at half-maximal effect
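Steps: dispense CXXC domain solution (7 uM) → pin compounds or unlabeled HOX-A9 DNA control → 5 min ambient → add FLSN-HOX-A9 solution (50 nM) → spin → 30 min ambient → fluorescence polarization. Tris pH 7.5/NaCl/DTT/BSA buffer.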
Mito fusion yeast = inhibitors of mitochondrial division or activators of mitochondrial fusion; S. cerevisiae fusion-defective mutant growth rescue, CellTiterGlo 48 h; Potency, µM (series often up to 46.1 µM), inactives show top-dose growth rescue (activation), hits mostly activators; 0.23% of 320,000 active; AID 485298;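 also: potency is read from the fitted curve at half-maximal effect; % of control where 0% means no effect; nearly all actives have a fitted effect of over 45% in size; temperature-sensitive fusion mutants such as fzo1-1 at 37 °C on non-fermentable ethanol glycerol medium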
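Growth-rescue viability read-out: after 48 h at the non-permissive 37C in glycerol/ethanol YPEG, yeast mitochondrial fusion mutants are measured by CellTiterGlo luminescence; compounds (23 nl pinned per well) restoring growth score as division inhibitors or fusion activators.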
Menin MLL FP TR = displaces Texas Red mutant MLL peptide from human menin; Menin + Texas Red MLL mutant peptide, fluorescence polarization; Potency, µM (series often up to 61.6 µM), inactives show at the top dose FP activity change, negative = inhibition, most hits filed as inhibitors; 0.23% of 270,000 active; active = well fitted inhibition curve with a large enough effect in the polarisation, with a control signal flat, not every such curve was filed as active; inconclusive = small, poorly fitted or top-dose-only effect, or effect the other way, or a change in a side signal; inactive = no such curve, though single readings can be large or run the other way; the % refers to the polarisation; also: potency is read from the fitted curve at half-maximal effect; % of control where 0% means no effect; many of its hits are not listed in these tables
TSHR antag = human thyrotropin receptor antagonism | P16473 | TSHR-expressing cells, TSH-stimulated cAMP HTRF, 2 h; active compounds read low | activity change, negative = inhibition, % at 11.5 µM | 0.2% of 330,000 active;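 active = activity change below a set negative limit, meaning inhibition stronger than a set level, cut at about -70% in these data; inconclusive = activity change between two set negative limits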; also: % is scaled to controls: 0 for no effect and ±100 for the full control effect
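Antagonism was scored as loss of TSH-driven cAMP in TSHR cells, stimulated with 4nM TSH (EC80) for 2 hours at 37 deg C and detected by homogeneous HTRF competition immunoassay.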
TCR act = T cell receptor activation. 330,000 tested, under 10 active. primary human leukocytes, anti-CD3, IL-2 HTRF, 48 h. Potency, µM (titrated, usually from 9.22 µM), for inactives: top-dose activation of IL-2 secretion, hits mostly activators; also: % of control where 0% means no effect
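Primary human leukocytes receive a-CD3 beads and test compound and are incubated 48 hr. Secreted IL-2 is then assayed by HTRF, measuring 665nm acceptor emission after 320nm excitation of the europium donor.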
Starred values were filed as active, the others as inactive; ? = inconclusive; · = not tested or not shown; [ ] = another dose, or the depositor's remark. Unless noted, calls follow the shape of the dose curve; as a rule, active = well fitted curve in the direction sought with a large enough effect; inconclusive = small, poorly fitted or top-dose-only effect, or another doubt; inactive = no such curve, though single readings can be large; an effect the other way counts as inactive or inconclusive. Not all compounds are listed; count on the stated rates, not on these rows.

SMILES	TSG101-PTAP inh	ASM inhibitor	AT treatment	MBNL1-CUG inh	Integrin act MD	MLL CXXC-DNA inh	Mito fusion yeast	Menin MLL FP TR	TSHR antag	TCR act
CN(C)CCCNC(=O)c1cc(C(=O)c2ccc(F)cc2)c[nH]1	-1.7%	0.6%	-3.7%	-10.8%	16.2%	0.3%	6.1%	1.2%	0.4	0.2%
COc1cc(CSc2nc(-c3ccccc3)cc(=O)[nH]2)cc(OC)c1	-0.4%	3.0%	-4.0%	10.7%	21.2%	20.6%	12.6%	17.6%	-3.6	-3.0%
CC1CCN(CC(O)COCCOc2ccc(Br)cc2)CC1 (stereo not drawn)	-1.5%	13.0%	-3.7%	?	0.0%	?	-2.3%	1.2%	-2.1	-0.7%[46.1 µM]
O=C(/C=C/c1cc([N+](=O)[O-])ccc1OC(F)F)Nc1cccc(OC(F)F)c1	-1.2%	-1.8%	0.5%	2.8%	?	9.7%	-3.4%	?	-2.9	0.7%[46.1 µM]
COc1cc2c(c(OC)c1)C(c1cccc(OC)c1OC)CC(=O)N2 (stereo not drawn)	-4.5%	1.9%	0.3%	0.5%	-7.2%	-3.8%	-6.9%	-12.4%	0.4	-6.6%[46.1 µM]
CCN(CC)CCN(C(=O)c1cccc([N+](=O)[O-])c1)c1nc2ccc(OC)cc2s1	0.0%	-4.0%	6.1%	?	-16.0%	7.3%	1.6%	-23.2%	-4.6	0.1%
COCCCN(C(=O)CSCC(=O)Nc1ccc(C)cc1)c1c(N)n(Cc2ccccc2)c(=O)[nH]c1=O	-5.9%	12.3%	·	·	16.6%	·	·	·	·	1.7%
CC(C)(C)c1ccc(NC(=S)NCc2cccs2)cc1	-3.3%	-6.2%	0.7%	-1.8%	-55.2%[inhibitor]	17.6%	22.9%	21.3%	-17.7	-35.5%
COc1cc(CC(NC(C)=O)C(=O)NC2CCN(C(=O)Nc3ccc(C)cc3)CC2)cc(OC)c1 (stereo not drawn)	1.4%	3.0%	9.3%	-3.2%	-22.4%	0.2%	3.1%	·	-0.9	6.3%
N=c1oc2ccc3ccccc3c2cc1C(N)=S	-4.6%	·	-1.1%	?	8.5%	19.3%	8.3%	?	-11.9	5.4%
Cc1ccccc1N(CC(=O)NCCSCc1ccccc1)S(C)(=O)=O	-3.1%	4.5%	0.0%	-9.8%	11.5%	5.0%	5.2%	8.8%	12.8	0.4%
COCCCNC(=O)CN1C(=O)/C(=C\c2ccc(C)cc2)Sc2ccccc21	-0.2%	-0.8%	-9.5%	·	18.6%	25.3%	-1.7%	-8.2%	12.8	-0.7%[46.1 µM]
O=C(OCc1ccc([N+](=O)[O-])cc1)c1ccc2ccccc2n1	0.6%	-1.7%	-4.5%	?	-25.0%	-17.6%	2.3%	·	-2.4	-1.7%
CCP(=O)(CC)C(C)(C)CP(=O)(c1ccccc1)c1ccccc1	-4.5%	1.5%	3.9%	-7.5%	4.3%	4.5%	0.5%	6.0%	5.6	0.3%
O=C(O)C1CCCCC1C(=O)Nc1ccc(S(=O)(=O)N2CCCCCC2)cc1 (stereo not drawn)	-0.6%	2.7%	1.1%	-7.5%	-10.7%	13.0%	0.3%	·	1.6	-2.2%
COc1ccccc1N1CCN(C(=O)CC(NC(=O)c2ccccc2Cl)c2ccccc2)CC1 (stereo not drawn)	-0.3%	-0.5%	2.1%	·	-14.1%	·	-8.8%	·	-5.5	0.7%
CC(C)CC(CO)N1CCN(C(=O)c2ccc(Cl)cc2)CCC1=O (stereo not drawn)	-6.8%	4.7%	·	·	0.0%	·	·	·	·	-1.9%
CC(C(=O)NC1(C#N)CCCCC1)N(C)CC(=O)Nc1ccc(Cl)c(Cl)c1 (stereo not drawn)	-2.3%	-10.2%	-1.2%	·	3.5%	·	-3.7%	·	-6.7	·
CCN(CC)CCN(C(=O)CN1C(=O)CCC1=O)c1nc2cc3c(cc2s1)OCO3	-2.9%	4.3%	-1.1%	3.3%	-7.8%	9.4%	-8.0%	-4.2%	-13.3	-0.2%
CC(C)c1nc(CNC(=O)c2ccc(OC3CCN(Cc4ccccn4)CC3)cc2)cs1	-2.9%	2.0%	8.8%	2.5%	5.3%	-8.3%	-8.6%	-12.7%	-1.4	-7.5%
O=[N+]([O-])c1cc2c(c(CSc3nnnn3-c3ccc(O)cc3)c1)OCOC2	1.0%	-1.2%	1.8%	?	2.1%	-2.1%	-5.2%	?	-5.0	-2.7%[46.1 µM]
COc1ccc(NC(=O)n2ncc3c(C)cccc32)cc1OC	-6.6%	-0.9%	16.3%	-3.7%	9.7%	12.4%	?	72.3%[activator]	-14.8	5.8%
O=C(Nc1cccc(-c2ccc(N3CCCCC3)nn2)c1)c1ccco1	-2.8%	0.0%	-15.6%	·	3.4%	·	4.6%	·	-0.6	-1.5%
CCCCN1Cc2ccccc2Oc2cc(Br)ccc2S1(=O)=O	-6.6%	-8.2%	-8.7%	·	2.8%	·	·	·	-17.8	-3.3%[46.1 µM]
O=C(Nc1nc(-c2ccc3ccccc3c2)cs1)C1CCN(S(=O)(=O)c2cccs2)CC1	1.5%	-4.7%	-3.3%	56.3%[activator]	-28.5%	-8.7%	10.0%	-22.8%	-10.2	9.6%[46.1 µM]
Cc1[nH]ccc(=O)c1OCc1c(Cl)cccc1Cl	-4.4%	0.6%	2.7%	0.9%	22.8%	-3.1%	-2.3%	-2.1%	3.6	-1.0%
CNC[C@H]1Oc2c(NC(=O)c3ccc(-c4nccs4)cc3)cccc2C(=O)N([C@@H](C)CO)C[C@@H]1C	-4.2%	3.0%	4.7%	·	36.4%	·	·	·	7.6	-3.7%
C=CCNC(=S)Nc1sc2c(c1C(=O)OCC)CC(C(C)C)OC2 (stereo not drawn)	·	9.0%	0.0%	-1.7%	-42.3%	11.0%	2.6%	7.7%	8.5	·
Cn1nc(C(F)(F)F)c(-c2ccccc2)c1NC(=O)CSCC(=O)O	-0.7%	2.3%	1.8%	-14.2%	-5.2%	0.7%	-3.1%	·	7.9	2.8%
COC(=O)c1[nH]c2c(c1C)C(=O)CC(c1cc(OC)c(OC)c(OC)c1)C2 (stereo not drawn)	-5.5%	-2.0%	-5.4%	-1.6%	3.2%	15.6%	-2.9%	-16.4%	2.7	4.0%
CCN(CC(=O)Nc1cc(Cl)ccc1C)C(=O)c1nc2nc(C)cc(C)n2n1	-3.5%	7.4%	-2.9%	·	15.8%	·	2.4%	·	-2.6	1.8%
CC(C)c1nnc(SCC(=O)NCc2ccc3c(c2)OCO3)n1C	-6.1%	-1.5%	-1.7%	2.2%	6.2%	5.2%	-0.8%	11.7%	-9.9	-1.9%[46.1 µM]
Cn1c(CSc2ncccn2)nnc1SCC(=O)N1CCCCCC1	-8.3%	-2.1%	0.0%[11.5 µM]	-7.5%	-6.5%	9.7%	-2.7%	2.0%	5.3	-1.2%
Cc1c(Cl)c([N+](=O)[O-])nn1Cc1ccc(C(=O)N/N=C\c2cccc(Br)c2)o1	-4.5%	-18.4%	-4.6%	4.2%	24.7%	12.3%	1.5%	?	-3.9	0.1%
Cc1ccc(S(=O)(=O)N(Cc2ccc(Cl)cc2)c2ccccc2C(=O)O)cc1	-0.3%	-4.2%	12.6%	-9.9%	16.4%	9.1%	11.0%	1.8%	-14.2	1.4%
O=C(Cn1c(=O)c2sccc2n(Cc2cccc([N+](=O)[O-])c2)c1=O)NCCc1ccccc1	-0.1%	-2.6%	1.6%	23.5%	19.0%	3.6%	-2.6%	-4.3%	-3.5	0.6%[46.1 µM]
O=S(=O)(c1ccc(NCCOc2ccccc2)nc1)N1CCCC1	-4.6%	-2.3%	0.3%	·	0.5%	·	2.4%	·	-2.0	-1.7%
O=C(COC(=O)Cc1n[nH]c(=O)c2ccccc12)Nc1ncc(Cl)cc1Cl	-9.4%	1.4%	-3.2%	·	-10.4%	·	-1.4%	·	20.3	·
Cc1c(C)c2cc(Cl)c(OCc3nn[nH]n3)cc2oc1=O	-11.4%	104.1%[activator]	20.0%	?	11.0%	-2.0%	6.3%	-14.8%	10.3	-1.7%
CN1CCC(=NNC(=O)COc2ccc(Cl)cc2)CC1	1.4%	-0.3%	-0.2%	-2.1%	-12.7%	4.8%	-3.1%	13.5%	-5.3	0.6%
COc1cccc(C(=O)NCC(=O)NCc2cc(=O)n(C)c(=O)n2C)c1	-4.2%	14.0%	5.2%	-5.0%	-6.1%	8.0%	-2.0%	10.4%	13.1	-4.3%
